CRFBP-R2 agonist – agonists of human CRF-binding protein/CRF-R2 receptor complex. HEK293 CRF-R2/CRF-BP, calcium dye fluorescence (FLIPR); percent of saturating CRF peptide response. activation, % at 13.2 µM. 0.46% of 350,000 active. AID 588473;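 active means activation of at least 50%, plus an integration ratio under a set limit after plate pattern correction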;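 further: plate controls were neutral control wells without compound for no effect and CRF at EC100 for full effect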
GalR3 antagonist – blocks the human galanin receptor 3; O60755; HEK293 GalR3-CNG cAMP membrane potential fluorescence; galR3 body fused to GalR1 C-terminus; inhibition, % at 3 µM; 0.44% of 360,000 active;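 active means inhibition above the screen-wide average plus 3 SD, cut at about 13% in these data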;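 further: forskolin and galanin both at EC90 stimulate the cells; cAMP rise reported by CNG channel membrane potential dye signal; 0% = forskolin plus galanin with DMSO and 100% = forskolin alone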
Target sequence (O60755 1-299 limits assumed): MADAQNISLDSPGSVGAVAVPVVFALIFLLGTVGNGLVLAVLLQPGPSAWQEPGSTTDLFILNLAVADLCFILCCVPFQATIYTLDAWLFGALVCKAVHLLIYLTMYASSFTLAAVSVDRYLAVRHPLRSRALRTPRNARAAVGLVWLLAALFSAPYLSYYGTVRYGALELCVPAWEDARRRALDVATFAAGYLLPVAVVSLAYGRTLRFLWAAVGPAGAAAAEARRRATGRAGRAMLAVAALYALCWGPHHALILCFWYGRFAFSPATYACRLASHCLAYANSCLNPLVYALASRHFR
MEKK2 WT-MEK5 – raises or lowers MEK5 binding to wildtype human MEKK2 PB1 domain | binding response (% of control), % at 10 µM | Q9Y2U5 | AID 1531 | bead flow cytometry, Alexa488-MEK5 binding to MEKK2 WT; actives lie on both sides | 1.1% of 290,000 active; in the data active means binding response below about 67% or above about 130%
CRFR2-BP antag – CRF-BP/CRF-R2 complex antagonism; HEK293 CRF-R2/CRF-BP, CRF-induced calcium fluorescence; inhibition, % at 11.8 µM; 0.59% of 350,000 active;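 active means inhibition of the ligand-induced calcium signal above about 50% at the single tested concentration, limit read from the data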
MEKK3 PB1 HTS – modulators (inhibitors or enhancers) of MEK5 binding to human MEKK3 PB1 domain; bead-based flow cytometry, Alexa488-MEK5 binding to MEKK3; actives lie on both sides; 0 = blocked by unlabeled MEK5, 100 = vehicle; binding response (% of control), % at 10 µM; 1.4% of 290,000 active; Q99759;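 active means binding response more than 3 SD above or below the average of its plate-row segment, actives on both sides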;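 further: Alexa488 bead fluorescence after subtracting the streptavidin-only scavenger bead signal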
MEKK2 mut-MEK5 – signal of MEK5 binding to mutant human MEKK2 PB1 domain; percent response, % at 10 µM; bead flow cytometry, Alexa488-MEK5 binding to MEKK2 mutant; 0.35% of 290,000 active; in the data active means percent response above about 24%, passing the limit was not always enough; further: inactives centre near 1; some results filed as inactive read as strong as hits; reference of the scale not given here
FID counter – fluorescent intercalator displacement, NS3 helicase counter-screen; DNA fluorescent intercalator displacement, fluorescence; inhibition, % at 7.9 µM; 0.17% of 290,000 active; AID 1845; in the data active means inhibition above about 37%;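 further: 0% = vehicle and 100% = reference compound; higher means more ethidium bromide displaced from hairpin DNA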
HCV NS3 hel inh – HCV NS3 helicase inhibition | NS3 helicase DNA unwinding, Cy5 molecular beacon fluorescence | 0.56% of 290,000 active | AID 1800 | inhibition, % at 10.9 µM;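 active means inhibition above the mean of all tested compounds plus 3 SD, set per campaign, cut at about 35% in these data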;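 further: 0% = DMSO wells and 100% = thioflavine S control wells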
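Assay system – hepatitis C virus NS3 helicase domain fragment enzyme · Buffer or medium – MOPS pH 6.5, MgCl2, DTT, Tween20, BSA · Reagent – Cy5/quencher beacon DNA duplex and ATP to start · Compound – single 10.9 µM dose · Timing – 1 h at 25 °C · Technique – Cy5 beacon fluorescence read at start and 1 h · Measure – % inhibition of unwinding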
UBC9 SUMO inh – blocks human SUMOylation mediated by UBC9 | AID 2006 | inhibition, % at 35 µM | HTRF SUMOylation assay, SAE1/SAE2 + UBC9, in vitro | 0.36% of 290,000 active; in the data active means inhibition above about 50%, passing the limit was not always enough; further: strong numbers were not always called active
Target sequence (P63279 whole entry, looked up): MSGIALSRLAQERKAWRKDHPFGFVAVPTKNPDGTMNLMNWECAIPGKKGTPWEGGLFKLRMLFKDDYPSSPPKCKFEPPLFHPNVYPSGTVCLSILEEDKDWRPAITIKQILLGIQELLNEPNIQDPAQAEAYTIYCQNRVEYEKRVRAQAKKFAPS
Active calls of the source: *; nt = no result given; [ ] = remark or other dose.

SMILES	CRFBP-R2 agonist	GalR3 antagonist	MEKK2 WT-MEK5	CRFR2-BP antag	MEKK3 PB1 HTS	MEKK2 mut-MEK5	FID counter	HCV NS3 hel inh	UBC9 SUMO inh
C=CCCCCCCCC(=O)OC	-1.9	1	109	-8	106	5	0	-5	-9
O=C(NCc1ccco1)c1cccs1	-3.1	4	84	29	77*[inhibitor]	-11	-4	4	22
Cc1ccc(S(=O)(=O)N2CCN(C(=O)N(c3ccccc3)c3ccccc3)CC2)cc1	-1.7	-8	97	-20	103	2	-9	-4	16
CCOc1ccc(/C=N/NC(=O)CN2CCCCC2)cc1OCC	0.4	-1	102	9	102	7	1	5	2
CC(=O)c1ccc(N2CCN(C(=S)Nc3ccccc3)CC2)cc1	-0.7	-2	97	4	96	-1	-6	1	3
O=C(CCCCl)Nc1c2c(nn1-c1ccccc1)CSC2	-3.5	-9	99	10	101	0	4	6	1
Cc1cccc(OCCCC(=O)O)c1	-2.0	0	93	6	88	-8	-2	14	2
COc1ccc(NC(=S)Nc2ccccn2)c(OC)c1	0.4	-1	103	20	100	2	-13	3	4
O=C1OC(c2ccc(O)cc2)(c2ccc(O)cc2)c2ccccc21	-1.8	-3	93	32	86	5	-8	-1	8
CSc1nc2[nH]ncc2c(=O)[nH]1	5.0	-4	107	-19	105	-1	0	6	-5
O=C(COC(=O)c1ccccc1[N+](=O)[O-])NCCCc1ccccc1	0.0	-11	101	16	103	5	-20	-3	-3
O=C(CN1C(=O)CSc2ccc(S(=O)(=O)N3CCOCC3)cc21)NCc1ccc(F)cc1	-2.9	1	101	12	98	3	-14	1	nt
CN(C(=O)c1cccc(COc2ccc(Cl)cc2Cl)c1)c1ccccc1	4.1	-3	94	7	97	-1	-18	-11	-14
CCOC(=O)CCNC(=O)N1CCCC(CNS(=O)(=O)Cc2ccccc2)C1 (stereo unspecified)	1.1	-3	95	8	111	-9	-6	9	-3
CCOC(=O)COC(=O)c1ccc(O)cc1	0.0	-2	95	-1	97	-8	-4	-6	12
Cc1cc(NC(=O)c2ccc(C)o2)no1	-0.6	-5	114	5	106	8	-3	11	9
CN(C)c1ccc(CNC2CC(C)(C)NC(C)(C)C2)cc1	-0.3	-3	89	-2	92	-3	7	-13	-1
O=C(Cc1cccs1)NCc1ccccc1Br	0.7	0	99	42	100	-3	-15	19	-12
CCOCCCNC(=O)CN(c1cc([N+](=O)[O-])ccc1OC)S(C)(=O)=O	3.1	-1	96	10	101	-1	-3	4	20
COc1ccc(N(C(=O)c2ccc(F)cc2)C2=CC3CCC(C2)N3C)cc1 (stereo unspecified)	0.6	-3	102	-8	94	-6	5	-3	15

Two of these compounds, reformatted:
CCOC(=O)COC(=O)c1ccc(O)cc1
- CRFBP-R2 agonist: 0.0
- GalR3 antagonist: -2
- MEKK2 WT-MEK5: 95
- CRFR2-BP antag: -1
- MEKK3 PB1 HTS: 97
- MEKK2 mut-MEK5: -8
- FID counter: -4
- HCV NS3 hel inh: -6
- UBC9 SUMO inh: 12
Cc1cc(NC(=O)c2ccc(C)o2)no1
- CRFBP-R2 agonist: -0.6
- GalR3 antagonist: -5
- MEKK2 WT-MEK5: 114
- CRFR2-BP antag: 5
- MEKK3 PB1 HTS: 106
- MEKK2 mut-MEK5: 8
- FID counter: -3
- HCV NS3 hel inh: 11
- UBC9 SUMO inh: 9

(further entries)
SMILES	CRFBP-R2 agonist	GalR3 antagonist	MEKK2 WT-MEK5	CRFR2-BP antag	MEKK3 PB1 HTS	MEKK2 mut-MEK5	FID counter	HCV NS3 hel inh	UBC9 SUMO inh
COc1ccc2[nH]c(C)c(C(=O)CN3CCN(C(=O)c4ccco4)CC3)c2c1	-0.5	-4	108	-3	101	6	-11	1	11
N#CCC1c2ccccc2CCN1C(=O)Nc1ccc(C(F)(F)F)cc1 (stereo unspecified)	2.0	0	101	-5	102	-2	-2	-11	-8
CCO[C@@H]1OC(C(=O)NCc2ccccc2)=C[C@H](c2coc3ccccc3c2=O)[C@H]1CCCO	-1.1	-1	103	7	102	6	-34	3	-3
CC(=O)c1cn(CCCCCCCn2cc(C(C)=O)c(=O)[nH]c2=O)c(=O)[nH]c1=O	0.8	-5	99	-5	102	0	3	4	-2
Cc1ccc(S(=O)(=O)N2CCC(C(=O)OCC(=O)N3CCc4ccccc43)CC2)cc1	0.1	-5	83	6	81	-14	-8	-7	9
Cc1cccc(C(C)C)c1NC(=O)C1CN(S(=O)(=O)c2ccccc2)CCN1S(=O)(=O)c1ccccc1 (stereo unspecified)	-0.8	-1	103	18	102	16	-14	-2	-9

Copied from the listing (14 entries):
SMILES	CRFBP-R2 agonist	GalR3 antagonist	MEKK2 WT-MEK5	CRFR2-BP antag	MEKK3 PB1 HTS	MEKK2 mut-MEK5	FID counter	HCV NS3 hel inh	UBC9 SUMO inh
CN(C(=O)c1cccc(COc2ccc(Cl)cc2Cl)c1)c1ccccc1	4.1	-3	94	7	97	-1	-18	-11	-14
CCOC(=O)CCNC(=O)N1CCCC(CNS(=O)(=O)Cc2ccccc2)C1 (stereo unspecified)	1.1	-3	95	8	111	-9	-6	9	-3
CCOC(=O)COC(=O)c1ccc(O)cc1	0.0	-2	95	-1	97	-8	-4	-6	12
Cc1cc(NC(=O)c2ccc(C)o2)no1	-0.6	-5	114	5	106	8	-3	11	9
CN(C)c1ccc(CNC2CC(C)(C)NC(C)(C)C2)cc1	-0.3	-3	89	-2	92	-3	7	-13	-1
O=C(Cc1cccs1)NCc1ccccc1Br	0.7	0	99	42	100	-3	-15	19	-12
CCOCCCNC(=O)CN(c1cc([N+](=O)[O-])ccc1OC)S(C)(=O)=O	3.1	-1	96	10	101	-1	-3	4	20
COc1ccc(N(C(=O)c2ccc(F)cc2)C2=CC3CCC(C2)N3C)cc1 (stereo unspecified)	0.6	-3	102	-8	94	-6	5	-3	15
COc1ccc2[nH]c(C)c(C(=O)CN3CCN(C(=O)c4ccco4)CC3)c2c1	-0.5	-4	108	-3	101	6	-11	1	11
N#CCC1c2ccccc2CCN1C(=O)Nc1ccc(C(F)(F)F)cc1 (stereo unspecified)	2.0	0	101	-5	102	-2	-2	-11	-8
CCO[C@@H]1OC(C(=O)NCc2ccccc2)=C[C@H](c2coc3ccccc3c2=O)[C@H]1CCCO	-1.1	-1	103	7	102	6	-34	3	-3
CC(=O)c1cn(CCCCCCCn2cc(C(C)=O)c(=O)[nH]c2=O)c(=O)[nH]c1=O	0.8	-5	99	-5	102	0	3	4	-2
Cc1ccc(S(=O)(=O)N2CCC(C(=O)OCC(=O)N3CCc4ccccc43)CC2)cc1	0.1	-5	83	6	81	-14	-8	-7	9
Cc1cccc(C(C)C)c1NC(=O)C1CN(S(=O)(=O)c2ccccc2)CCN1S(=O)(=O)c1ccccc1 (stereo unspecified)	-0.8	-1	103	18	102	16	-14	-2	-9

Bioassay records deposited in PubChem by several laboratories.

This is a subset; count on the stated rates, not on these rows.
